# USP8 inh – inhibitors of human USP8 deubiquitinase. P40818. inhibition, % at 20 µM. purified USP8, Ub-rhodamine cleavage fluorescence, 30 min. AID 1645853. 47,000 tested, 4.2% active
# Target sequence (P40818 whole entry, looked up): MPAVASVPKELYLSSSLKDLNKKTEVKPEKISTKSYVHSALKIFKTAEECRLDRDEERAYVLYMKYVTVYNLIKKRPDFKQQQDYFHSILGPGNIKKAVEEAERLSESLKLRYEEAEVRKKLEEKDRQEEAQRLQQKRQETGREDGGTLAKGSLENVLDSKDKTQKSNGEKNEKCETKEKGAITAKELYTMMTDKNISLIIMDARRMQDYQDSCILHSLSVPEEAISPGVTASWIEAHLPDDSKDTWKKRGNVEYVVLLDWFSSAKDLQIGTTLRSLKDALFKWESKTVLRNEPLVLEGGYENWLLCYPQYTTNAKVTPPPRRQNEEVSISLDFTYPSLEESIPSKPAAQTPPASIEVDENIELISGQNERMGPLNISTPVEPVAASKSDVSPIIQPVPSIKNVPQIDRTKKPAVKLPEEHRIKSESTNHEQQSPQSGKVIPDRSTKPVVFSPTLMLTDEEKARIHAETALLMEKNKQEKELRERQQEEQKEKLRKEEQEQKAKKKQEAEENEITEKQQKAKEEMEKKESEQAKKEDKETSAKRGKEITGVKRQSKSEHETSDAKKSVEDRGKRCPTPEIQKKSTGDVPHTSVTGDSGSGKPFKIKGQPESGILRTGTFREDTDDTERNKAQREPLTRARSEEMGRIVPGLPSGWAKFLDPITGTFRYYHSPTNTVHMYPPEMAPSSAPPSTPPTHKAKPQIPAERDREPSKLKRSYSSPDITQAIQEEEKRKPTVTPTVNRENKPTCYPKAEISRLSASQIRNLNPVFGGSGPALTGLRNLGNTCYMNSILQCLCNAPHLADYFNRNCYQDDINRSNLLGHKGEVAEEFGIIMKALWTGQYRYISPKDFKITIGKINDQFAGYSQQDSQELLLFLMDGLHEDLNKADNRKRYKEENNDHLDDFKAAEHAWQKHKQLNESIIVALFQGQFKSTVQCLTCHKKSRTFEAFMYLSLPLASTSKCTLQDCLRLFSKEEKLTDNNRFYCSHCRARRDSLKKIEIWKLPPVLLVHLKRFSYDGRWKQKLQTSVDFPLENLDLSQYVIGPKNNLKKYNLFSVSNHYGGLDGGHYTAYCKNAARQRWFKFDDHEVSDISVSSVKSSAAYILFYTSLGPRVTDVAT
# USP28 inh – blocks human USP28 ubiquitin-rhodamine cleavage; purified USP28, Ub-rhodamine cleavage fluorescence, 30 min; inhibition, % at 25 µM; 47,000 tested, 3% active
# OTUD3 block – inhibitors of human OTUD3 deubiquitinase; Q5T2D3; inhibition, % at 25 µM; 47,000 tested, 0.7% active; purified OTUD3, Ub-rhodamine fluorescence, 2 h
# USP7 block – inhibitors of human USP7 deubiquitinase. Q93009. purified USP7, Ub-rhodamine cleavage fluorescence. inhibition, % at 20 µM. 47,000 tested, 0.3% active. AID 1645854
# USP10 block – blocks human USP10 ubiquitin-rhodamine cleavage | Q14694 | purified USP10, Ub-rhodamine fluorescence, 60 min | inhibition, % at 20 µM | 47,000 tested, 1.1% active
# USP17 inh – blocks human USP17 ubiquitin-rhodamine cleavage | 47,000 tested, 6.5% active | AID 1645855 | purified USP17, Ub-rhodamine cleavage fluorescence, 3 h | inhibition, % at 50 µM | A8MUK1
# USP30 block – human USP30 deubiquitinase inhibition; Q70CQ3; purified USP30, Ub-rhodamine cleavage fluorescence; inhibition, % at 25 µM; 47,000 tested, 5.3% active; AID 1645860
# UCHL1 inh – blocks human UCHL1 ubiquitin-rhodamine cleavage; P09936; purified UCHL1, Ub-rhodamine cleavage fluorescence; inhibition, % at 20 µM; 47,000 tested, 0.2% active; AID 1645859
# Numbers without * were called inactive; i = inactive; · = no result given. No stated cut-off is given here; in the data, active means inhibition above about 30%; inactive means the rest. Compounds were not picked by outcome. About 14% of those tested had a hit in this group.
SMILES,USP8 inh,USP28 inh,OTUD3 block,USP7 block,USP10 block,USP17 inh,USP30 block,UCHL1 inh
COc1cccc(N2C(=O)c3cccnc3C2Nc2ccc(C)cc2)c1 (stereo not drawn),-16,-13,-22,-10,-4,-17,-22,-4
O=C(c1cnco1)N1CCCCC1c1ncc(Cc2ccc(Cl)cc2)o1 (stereo not drawn),12,-240,11,-6,-2,11,4,2
COc1ccc(-c2ncnc3c2c(C(=O)NCCN2CCOCC2)c2ccccn23)cc1,-188,-243,-189,-167,-6,-143,i,-152
O=C1COc2ccc(NC(=O)c3cnn(Cc4ccccc4)c3)cc2N1,2,12,11,7,3,63*,19,3
Cc1ccc(CNC(=O)C2CCN(c3cnc(N4CCOCC4)nc3)CC2)cc1,4,1,8,0,-6,2,-21,1
CC(C)CN1CC2(CCN(C(=O)Nc3ccc(Cl)cc3)CC2)C2(CCN(C)C2=O)C1 (stereo not drawn),-103,-5,-2,-5,0,-24,0,0
Cc1c(C(=O)N2CC(C)OC(C)C2)nnn1-c1cccc2c1CCN(C1CCOCC1)C2 (stereo not drawn),9,-10,-15,4,0,-18,-79,1
CC(=O)N1CCOCC2(CN(Cc3ccoc3)CCO2)C1 (stereo not drawn),-26,-12,-4,-2,-2,-14,-29,-2
CC(C)NC(=O)N1CCC2(CC1)CN(c1cccnc1)c1ccccc12,-90,-7,-5,-3,-5,-23,-1,-1
CC(C)C(=O)Nc1ccc2c(c1)nc(CN1CCCCCC1)n2C(C)C,6,5,6,5,0,6,17,3
O=S(=O)(c1ccccc1)c1cnc2ccccc2c1N1CCCCC1,3,11,12,2,6,16,31*,6
COC(=O)c1sc([N+](=O)[O-])cc1N,-193,-26,-21,-42,-1,·,-430,3
CC1(c2ncc(Cc3cccc(F)c3)o2)CCCN(C(=O)CN2CCCC2)C1 (stereo not drawn),-13,-5,-4,-12,-3,-11,-8,-4
Cc1ccccc1CNC(=O)CN1C(=O)CSc2cccn2-c2ccccc21,-159,-14,-3,0,-1,-21,-33,-1
COc1cccc(-c2nc(CC(=O)NCCc3c[nH]c4ccc(OC)cc34)cs2)c1,-2,13,2,2,4,10,4,4
Cc1c(C(=O)Nc2ccc(Cl)cc2)nnn1-c1ccc(F)cc1,7,10,5,3,5,26,23,2
COc1ccccc1S(=O)(=O)N1CCOC2(COc3ccccc3N(C)C2)C1 (stereo not drawn),5,-5,-5,-4,0,-5,-7,-1
COc1ccc(-n2c(SCC(=O)c3ccc(F)cc3)nnc2-c2cccnc2)cc1,24,7,7,2,9,71*,22,4
COc1cc(C)c(NC(=O)CCCc2c[nH]c3ccccc23)cc1OC,-9,-19,-22,-3,0,-11,-6,0
c1ccc2c(c1)[nH]c1c(N3CCSCC3)ncnc12,24,5,8,3,-2,9,6,3
CCn1c2ccccc2n2c(S(=O)(=O)Cc3ccccc3)nnc12,3,-1,0,-1,0,0,5,-4
CC(NC(=O)COCc1cc(-c2ccc(F)cc2)on1)c1ccccc1 (stereo not drawn),12,13,2,-6,4,0,15,4
Cc1cc(C(=O)N2CC(C(=O)Nc3ccc(Br)cc3C)C2)no1,3,14,11,-113,-1,13,-38,0
O=C(Nc1cnc(N2CCCC2)nc1)c1ccccn1,-15,15,11,2,-1,-7,14,1
Clc1cccc(-c2noc3ncnc(NCc4ccco4)c23)c1,18,24,21,-23,4,18,37*,5
C[C@H]1CN(S(=O)(=O)c2cccc(F)c2)C[C@@H]1c1nc(-c2ccncc2)no1,-1,7,9,2,-1,-7,13,0
CCCN1CCN(C(=O)c2ccc3c(c2)NC(=O)C2CCCCN32)CC1 (stereo not drawn),-14,-26,-30,-8,-7,-33,-129,-7
CN(Cc1cccnc1)c1nc2c(c(=O)[nH]1)CCN(Cc1ccc(C#N)cc1)CC2,22,11,12,5,0,13,19,2
Cc1cc(NC(=O)c2ccccc2Cl)n(-c2nc3ccccc3s2)n1,-12,-4,-1,-2,-1,4,-33,0
CCc1ccccc1NC(=O)CCN1C(=O)c2cccnc2Sc2ccccc21,-6,-16,-5,-3,1,-3,-4,-2
Cc1ccc(CC(=O)NC(C)(C)c2nc3c(c(C(N)=O)n2)OCO3)cc1,2,1,11,0,1,5,7,1
Cc1cccc(CNC(=O)c2nc(-c3cn(-c4ccccc4)nc3C)no2)c1,11,11,12,-4,4,10,19,5
O=C(c1ccncc1)N1C[C@@H]2OCC(=O)N(CC3CC3)[C@@H]2C1,3,-1,0,0,0,10,-24,0
Cc1c(-c2nn3c(-c4ccco4)nnc3s2)cccc1[N+](=O)[O-],89*,34*,25,35*,51*,67*,-46,61*
CCc1ccccc1NC(=O)Cc1csc2nc(-c3ccccc3)cn12,-20,9,-2,5,9,-2,19,-8
O=C(NCc1ccc(F)cc1)N1CCN(Cc2ccc3nccnc3c2)CC1,-32,-15,-5,0,2,-23,-18,0
Cc1nc(Cn2cccc2C(=O)NC2CCCCCC2)no1,8,0,1,0,1,2,-8,0
CC(C)c1cc(C2CCCN2C(=O)Cc2ccc(F)cc2)no1 (stereo not drawn),11,0,3,-48,1,5,1,0
O=C(COc1ccc2ccccc2c1)NCc1nnnn1-c1ccc(Cl)cc1,4,30*,12,2,6,49*,18,4
Cc1ccc2[nH]c(=O)c(-c3noc(CCC(=O)NC4CCCC4)n3)cc2c1,6,-31,-27,5,8,-67,-60,2

# In a second layout: entries from further up.
# Results follow in this order: USP8 inh | USP28 inh | OTUD3 block | USP7 block | USP10 block | USP17 inh | USP30 block | UCHL1 inh
CCc1ccccc1NC(=O)CCN1C(=O)c2cccnc2Sc2ccccc21
 : -6 | -16 | -5 | -3 | 1 | -3 | -4 | -2
Cc1ccc(CC(=O)NC(C)(C)c2nc3c(c(C(N)=O)n2)OCO3)cc1
 : 2 | 1 | 11 | 0 | 1 | 5 | 7 | 1
Cc1cccc(CNC(=O)c2nc(-c3cn(-c4ccccc4)nc3C)no2)c1
 : 11 | 11 | 12 | -4 | 4 | 10 | 19 | 5
O=C(c1ccncc1)N1C[C@@H]2OCC(=O)N(CC3CC3)[C@@H]2C1
 : 3 | -1 | 0 | 0 | 0 | 10 | -24 | 0
Cc1c(-c2nn3c(-c4ccco4)nnc3s2)cccc1[N+](=O)[O-]
 : 89* | 34* | 25 | 35* | 51* | 67* | -46 | 61*
CCc1ccccc1NC(=O)Cc1csc2nc(-c3ccccc3)cn12
 : -20 | 9 | -2 | 5 | 9 | -2 | 19 | -8
O=C(NCc1ccc(F)cc1)N1CCN(Cc2ccc3nccnc3c2)CC1
 : -32 | -15 | -5 | 0 | 2 | -23 | -18 | 0
Cc1nc(Cn2cccc2C(=O)NC2CCCCCC2)no1
 : 8 | 0 | 1 | 0 | 1 | 2 | -8 | 0
CC(C)c1cc(C2CCCN2C(=O)Cc2ccc(F)cc2)no1 (stereo not drawn)
 : 11 | 0 | 3 | -48 | 1 | 5 | 1 | 0
O=C(COc1ccc2ccccc2c1)NCc1nnnn1-c1ccc(Cl)cc1
 : 4 | 30* | 12 | 2 | 6 | 49* | 18 | 4
Cc1ccc2[nH]c(=O)c(-c3noc(CCC(=O)NC4CCCC4)n3)cc2c1
 : 6 | -31 | -27 | 5 | 8 | -67 | -60 | 2

# New compounds follow
SMILES,USP8 inh,USP28 inh,OTUD3 block,USP7 block,USP10 block,USP17 inh,USP30 block,UCHL1 inh
CC1(C)CC(=O)C2=C(C1)Nc1ccccc1N(C(=O)C1CC1)C2c1ccco1 (stereo not drawn),-5,-18,-9,-15,-2,-23,-169,4
CC1CCc2sc(NC(=O)c3ccccc3Oc3ccccc3)c(C(N)=O)c2C1 (stereo not drawn),-1,6,11,·,3,83*,21,1
CC(C)c1cc(NC2CCCC2)n2nc(-c3cccnc3)nc2n1,-3,-12,-14,-5,-2,-22,-1,-2
O=C(OC(c1ccccc1)c1nc2ccccc2n1Cc1ccccc1F)c1cccc2ccccc12 (stereo not drawn),-25,11,8,11,3,0,17,4
Cc1nc2sccn2c(=O)c1NC(=O)COc1ccc(Cl)cc1,0,3,5,0,1,0,17,2
Oc1ccc(-c2nc3cnccn3c2NCCc2ccccc2)c(O)c1,-248,-270,-174,-25,-12,-162,i,-24
O=C(Nc1ccc(OC(F)(F)F)cc1)Nc1ccc(-n2ccc(C(F)(F)F)n2)cc1,3,-6,0,2,8,2,5,-1
O=C1CCCC2=C1C(c1ccc(C(=O)O)cc1)n1ncc(C(=O)Nc3ccccc3)c1N2 (stereo not drawn),21,5,6,0,-4,12,15,-4
Cc1ccc(CNC(=O)N2CCC(c3nc(C(=O)N4CCOCC4)c(C)o3)CC2)cc1,6,-1,-2,3,1,3,-1,-1
Cc1ccnc(NC(=O)C2c3ccccc3C(=O)N(C)C2c2cccs2)c1 (stereo not drawn),-2,-7,-8,-1,0,-7,0,0
O=C(CN1CCC(c2ccncc2)CC1)NCc1ccco1,-15,-16,-12,-4,-2,-22,-43,-4
O=C(Cc1ccccc1)NCc1noc(-c2ccccc2)n1,6,6,2,0,1,-1,4,0
O=C(CSc1ncnc2c1nnn2-c1ccc(F)cc1)NCc1ccc2c(c1)OCO2,-8,0,3,-4,19,-1,-10,2
CCC(C)NC(=O)c1ccc(Cn2c(SCc3ccc(C)cc3)nc3ccncc32)cc1 (stereo not drawn),5,22,-4,·,-1,4,0,6
COc1ccc(CNC(=O)c2ncoc2-c2cccc(C)c2)cc1OC,-25,-15,-16,-3,-4,-11,-24,-4
O=C1NC2(CCN(C(=O)Cc3ccccc3)CC2)Nc2cc(Cl)ccc21,5,4,1,-2,-2,-2,0,-2
CCn1cnnc1C1CCCN(Cc2ccc(C)cc2)C1 (stereo not drawn),-7,-10,-8,-5,-4,·,-36,-4
COc1ccc(NCc2cc(=O)n3[nH]c(NCc4ccc(C(C)C)cc4)nc3n2)cc1,-41,20,26,3,-12,56*,16,-39
CC1CCN(S(=O)(=O)c2ccc3ncn(CC(=O)Nc4ccc(F)cc4Cl)c(=O)c3c2)CC1,-5,-10,-5,0,2,-17,-18,-2
CN1C(=O)COc2cc(-c3noc(C(=O)N4CCCCCC4)n3)ccc21,11,12,6,-18,0,15,14,4
CC1=C(C(=O)Nc2ccc(Cl)cc2)C(c2cccnc2)n2ncnc2N1 (stereo not drawn),-39,-12,-10,-4,-1,-6,-12,-3
CCCC[C@@H](O)/C=C(C)/C=C/C=C/C(=O)N1CCCC1=O,-17,8,3,0,0,17,20,-2
CC1=NS(=O)(=O)c2cccnc2N1c1cccc(C(C)C)c1,0,-3,-6,-7,1,0,-11,-2
Clc1ccccc1-c1nc2ccccc2c2nncn12,25,10,16,-3,0,12,26,1
CC[C@H](C)C[C@H]1CC[C@](O)([C@](C)(O)C(=O)N[C@@H]2C(=O)N3NCCC[C@@H]3C(=O)N(O)[C@@H](C)C(=O)NCC(=O)N3NCCC[C@H]3C(=O)N(O)[C@H](C)C(=O)O[C@H]2C(C)C)O[C@@H]1C,0,48*,73*,-142,-2,41*,61*,3
COc1cc2c(cc1OC)-c1cc(N3CCC4(CC3)OCCO4)nc(=O)n1CC2,21,7,12,1,-9,7,3,1
CCCc1cc(=O)oc2c(C)c(OC(C)C(=O)NCC(=O)N3CC[C@@]4(O)CCCC[C@H]4C3)ccc12 (stereo partly drawn),10,11,1,-8,-5,2,11,0
Cn1nc(C(=O)N2CCCC2)c2c1CCN(C(=O)CCC(=O)NCc1ccccc1F)C2,-8,-1,4,1,-4,·,-9,-1
COC(=O)c1cc2occc2n1CC(=O)Nc1ccc(C)c(F)c1,11,-12,-2,-1,-5,15,-111,-4
CC(C)c1ccc(NC(=O)c2cc3cc(Cl)ccc3[nH]2)cc1,11,1,5,7,3,9,0,2
Cc1cc(=O)[nH]c(C2CN(C(=O)c3ccc4nc(C)[nH]c4c3)CCO2)n1 (stereo not drawn),-7,2,0,0,-2,1,-3,-2
C=C1Nc2ccccc2C(=O)N1c1cccc(NC(=O)c2cccc(F)c2)c1,-13,-22,-13,-3,-1,-14,-10,-4
CNC(=O)c1c2n(c3ncccc13)CC(C)N(C(=O)c1ccc(O)cc1)C2 (stereo not drawn),-15,-87,-41,-13,-7,-33,-257,-12
Cc1ccc(-c2cnc([C@@H]3COCCN3C3CCNCC3)[nH]2)cc1,-17,0,7,0,2,-2,1,2
O=C(Cc1ccccc1)NC1CC(=O)N(c2ccc(F)cc2)C1 (stereo not drawn),-6,-17,-6,-8,-1,·,0,-7
CCC(Oc1ccccc1OC)C(=O)Nc1cc(Cl)ccc1Cl (stereo not drawn),5,-1,0,2,3,0,-9,0
Cc1ccc(-c2noc(Cc3nnc(-c4ccccc4)o3)n2)cc1,-13,0,-14,7,-4,20,-10,2
CCN1CCc2c(sc(NC(=O)CSc3ccc(Cl)cc3)c2C(N)=O)C1,0,15,-3,-23,-7,34*,28,-19
O=C(CSc1nc2ncccc2[nH]1)NC1CCCC1,-4,0,3,0,-2,-4,-7,-2
CCN1CCN(S(=O)(=O)c2c(C)nn(-c3ccc(F)cc3)c2C)CC1,12,2,6,6,0,13,21,2
Cc1cccc(NC(=O)c2nc(N3CCOCC3)c3cnn(C)c3n2)c1,1,19,9,6,3,44*,42*,1
O=C(O)C1CC12CCN(C(=O)C1(c3ccc(Cl)cc3)CCOCC1)CC2 (stereo not drawn),-181,-9,-4,-7,0,-20,-16,-2
